Screens from PubChem.
Rin1 Abl inh: inhibitors of human Rin1-Abl protein interaction | inhibition, % at 7.35 µM | P00519+Q13671 | 0.4% of 360,000 active | TR-FRET Rin1/Abl binding, biochemical; in the data active means inhibition above about 5%, passing the limit was not always enough
MT1-MMP act inh: inhibitors of human MT1-MMP activation; P50281; HT1080 RFP-PRO-GFP cells, GFP/RFP ratio fluorescence, overnight; percent of plate control window, DMSO zero; GFP/RFP ratio change, % at 20 µM; 0.061% of 360,000 active;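 active means GFP/RFP ratio change of at least 30% with cell ATP level not reduced by more than half and red fluorescence within 50% of control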; further: strong numbers were not always called active
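Material: RFP-PRO-GFP reporter HT1080 cells. Dosing: single-point 20 µM compound, 1% DMSO. Controls: DMSO and RFP-L50D-GFP cell wells. Timing: cells overnight before dosing, compound overnight, 37 °C, 5% CO2. Measure: GFP/RFP fluorescence ratio.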
Rpn11 inh: inhibitors of human proteasome Rpn11 | human 26S proteasome, Ub4-pepOG fluorescence polarization; 20S core pre-blocked with epoxomicin | calls only at 20 µM | 0.59% of 360,000 active | AID 588493;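 active means inhibition at 20 µM, scaled to each plate's controls, above about 33%, limit read from the data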
FAS-TE inh: FAS thioesterase (human) inhibition; 0.67% of 360,000 active; recombinant FAS-TE, OMFH fluorogenic substrate, fluorescence endpoint; inhibition, % at 15 µM; P49327;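 active means compounds whose normalised, plate-corrected inhibition of enzyme fluorescence in the single-dose primary screen is 50% or more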;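 further: 0% = DMSO with enzyme and 100% = substrate without enzyme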
MsrA act: activates bovine MsrA enzyme; purified bovine MsrA, absorbance read-out; activation, % at 10.6 µM; 0.3% of 360,000 active; in the data active means activation above about 7.5%;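 further: 0% = vehicle and 100% = reference activator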
E coli Lon inh: inhibitors of E. coli Lon protease. P0A9M0. purified E. coli Lon protease, fluorescence polarization. inhibition, % at 7.94 µM. 0.42% of 360,000 active. AID 602123; in the data active means inhibition above about 13%, passing the limit was not always enough;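 further: 0% = enzyme with probe and DMSO and 100% = no enzyme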
Target sequence (P0A9M0 whole entry, looked up): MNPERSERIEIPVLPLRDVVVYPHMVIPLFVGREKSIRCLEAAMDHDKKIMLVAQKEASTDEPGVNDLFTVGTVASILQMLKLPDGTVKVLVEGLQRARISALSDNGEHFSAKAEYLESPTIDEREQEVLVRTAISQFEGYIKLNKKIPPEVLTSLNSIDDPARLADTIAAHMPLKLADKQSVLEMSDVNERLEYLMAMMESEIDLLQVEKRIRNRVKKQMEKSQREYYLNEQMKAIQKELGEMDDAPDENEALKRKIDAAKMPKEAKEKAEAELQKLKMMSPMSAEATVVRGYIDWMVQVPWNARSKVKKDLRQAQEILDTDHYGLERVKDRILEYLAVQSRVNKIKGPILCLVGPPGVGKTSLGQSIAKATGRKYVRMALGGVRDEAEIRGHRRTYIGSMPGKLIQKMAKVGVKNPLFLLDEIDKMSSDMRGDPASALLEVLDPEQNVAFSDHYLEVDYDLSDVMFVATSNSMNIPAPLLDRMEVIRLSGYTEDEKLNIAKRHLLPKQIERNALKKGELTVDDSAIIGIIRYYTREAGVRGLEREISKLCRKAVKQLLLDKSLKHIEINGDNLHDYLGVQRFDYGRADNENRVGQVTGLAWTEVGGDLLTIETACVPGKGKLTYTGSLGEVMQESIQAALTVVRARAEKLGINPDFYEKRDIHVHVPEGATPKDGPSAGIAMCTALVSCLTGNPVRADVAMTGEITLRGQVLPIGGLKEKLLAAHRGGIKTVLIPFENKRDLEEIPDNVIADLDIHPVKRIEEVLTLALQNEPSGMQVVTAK
PABP1 MLLE inh: blocks PAM2 peptide binding to the PABP1 MLLE domain; P11940; GST-MLLE / FITC-PAM2 fluorescence polarization; inhibition, % at 20 µM; 0.36% of 360,000 active; in the data active means inhibition above about 35%, passing the limit was not always enough;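 further: plate controls were DMSO wells with GST-MLLE for no effect and wells lacking GST-MLLE protein for full effect; some results filed as inactive read as strong as hits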
MsrA inhibitor: bovine MsrA inhibition; purified bovine MsrA, absorbance read-out; inhibition, % at 15.5 µM; 0.75% of 360,000 active; AID 651718; in the data active means inhibition above about 4.5%;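 further: 0% = vehicle wells with enzyme and 100% = reference inhibitor wells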
CSN inh: CSN deneddylation inhibition | Q92905 | Purified CSN, SCF-Nedd8-OG deneddylation, fluorescence polarization | inhibition, % at 12.5 µM | 0.38% of 360,000 active;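 active means pattern-corrected inhibition above about 35%, with an unprinted fluorescence ratio check between 0.5 and 1.5, limit read from the data, passing the limit was not always enough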;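 further: 0% = enzyme with substrate and 100% = substrate without enzyme; some results filed as inactive read as strong as hits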
Target sequence (Q92905 whole entry, looked up, one chain of several): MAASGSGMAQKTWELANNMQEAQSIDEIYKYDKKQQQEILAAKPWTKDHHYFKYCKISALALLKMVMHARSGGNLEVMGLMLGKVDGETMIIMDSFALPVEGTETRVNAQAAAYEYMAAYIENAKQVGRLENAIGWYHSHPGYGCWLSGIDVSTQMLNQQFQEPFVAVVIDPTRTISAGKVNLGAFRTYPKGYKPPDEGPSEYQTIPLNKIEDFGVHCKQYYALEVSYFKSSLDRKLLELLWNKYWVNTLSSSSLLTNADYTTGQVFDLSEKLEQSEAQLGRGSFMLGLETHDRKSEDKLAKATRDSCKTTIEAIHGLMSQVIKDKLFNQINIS
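Test system: purified human Csn5 enzyme expressed in HEK293T cells. Amount: 0.24 nM enzyme. Reagent: SCFSkp2-Nedd8OG substrate at 10 nM final. Schedule: 90 min incubation of compound, enzyme and substrate at room temperature. Detection: fluorescence polarization. Read-out: % inhibition of substrate cleavage by Csn5.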
Active calls of the source: *; i = inactive; . = not tested or not shown. Outcome played no part in choosing rows. Share with any hit: about 3.7%.

No.	smiles	MT1-MMP act inh	Rin1 Abl inh	MsrA act	CSN inh	MsrA inhibitor	E coli Lon inh	FAS-TE inh	PABP1 MLLE inh	Rpn11 inh
1	CCc1ccc(NC(=O)c2ccc(NC3=NC4CS(=O)(=O)CC4S3)cc2)cc1 (configuration not stated)	1	4	-2	-2	-1.3	-2	2	-83	i
2	COc1ccc(C(=O)Nc2cccc3c2C(=O)NC3=O)cc1S(=O)(=O)N1CCOCC1	1	2	1	0	0.3	2	-9	8	i
3	Cc1ccc(NC(=O)CSc2ccc(-c3cccnc3)nn2)cc1Cl	1	-7	-1	2	-1.0	-10	-5	-2	i
4	CCSc1nnc(NC(=O)c2c(C)noc2C)s1	1	0	-8	-5	1.6	4	-4	-7	i
5	CC(C)N1CC(C(=O)Nc2ccccc2)CC1=O (configuration not stated)	5	2	-1	0	0.6	-16	-4	2	i
6	O=C(O)CCN1C(=O)NC2(CCCC2)C1=O	-2	-3	-3	-1	0.4	-3	-9	12	i
7	CCn1cc(C(=O)NCC(=O)NC(C)(C)CO)c(=O)c2cc3c(cc21)OCO3	3	-2	-3	-5	2.0	-2	-4	7	i
8	CNc1oc(-c2cccc3ccccc23)nc1C#N	-2	-2	0	3	0.5	-13	29	-14	i
9	CC(=O)c1ccc(OC(=O)Oc2ccc(C(C)=O)cc2)cc1	-1	0	-1	2	2.2	-7	11	-1	i
10	CCc1noc(C)c1C(=O)Nc1cc(S(=O)(=O)N2CCOCC2)ccc1OCC(F)(F)F	1	2	-8	-5	-0.2	5	-3	-8	i
11	O=C(Cc1cc(=O)[nH]c(=O)[nH]1)NCc1ccc(Cl)cc1	0	-1	3	9	-1.6	-8	-6	7	i
12	CS/C(=N/S(=O)(=O)c1ccc(C)cc1)c1ccccc1	-4	0	-14	0	-0.9	2	14	8	i
13	O=C1CC(N2CCN(c3ccc(F)cc3)CC2)C(=O)N1c1ccccc1 (configuration not stated)	-1	5	-1	-11	1.1	-2	-5	-1	i
14	COc1ccc(-n2nc(C(=O)NCc3cc(OC)ccc3OC)c3c4ccccc4n(C)c3c2=O)cc1	-2	-4	-5	1	0.9	-6	28	-3	i
15	CC(=O)c1c(C)[nH]c(C(=O)COC(=O)CCOc2ccc(C)cc2)c1C	-6	4	-2	4	0.3	2	0	6	i
16	Cc1nc2sccn2c(=O)c1Cl	2	0	-1	0	2.2	3	-7	4	i
17	O=C(NCc1ccc(Cl)cc1)C(=O)NCC(c1ccco1)N1CCOCC1 (configuration not stated)	-3	0	0	-6	-0.3	-18	-5	-2	i
18	CC(C)c1ccc(NC2CCCN(C(=O)c3ccoc3)C2)cc1 (configuration not stated)	-1	2	-5	-1	-0.1	3	-7	4	i
19	COc1ccc(-c2c(C#N)c(N)nc3c2CCCC3)cc1OC	-2	1	-10	3	-0.3	-5	-3	-7	i
20	CC(C(=O)OCC(=O)Nc1ccc(S(N)(=O)=O)cc1)N1C(=O)c2ccccc2C1=O (configuration not stated)	1	0	-6	-1	-0.9	-1	-7	-3	i
21	Cn1c(/C=N/O)nc2ccccc21	1	0	-2	-7	2.8	-15	-5	8	i
22	CCc1nnc(NC(=O)CN2CCN(S(C)(=O)=O)CC2)s1	0	3	-1	-1	-0.6	-3	-3	-5	i
23	O=C1CNC(=O)/C1=C/c1ccc(O)cc1	.	0	-9	3	1.6	-48	-11	7	i
24	O=C(CSc1nnc(NC(=O)c2ccccc2)s1)NCC1CCCO1 (configuration not stated)	-1	0	-4	4	1.2	4	-5	5	i
25	Nc1nc(SCCO)[nH]c(=O)c1NC(=O)c1ccc(Br)o1	1	3	-2	0	0.0	2	-6	14	i
26	COc1cccc(C(C(=O)NC2CCCC2)N(C(=O)CNC(=O)c2ccco2)c2cccnc2)c1 (configuration not stated)	1	1	0	-2	-1.5	-1	-3	-6	i
27	O=C1OC2CC3CC1CC(O)(C3)C2 (configuration not stated)	2	0	-5	0	-0.5	-7	-9	-2	i
28	CCc1c(C)c(C#N)c2nc3ccccc3n2c1N(C)C	-7	-4	-10	5	-0.8	-4	-5	11	i
29	Cc1ccc(C(=O)NCCN2C3=NC[C@H](C(C)C)N3C[C@H]2Cc2ccc(O)cc2)cc1Br	-4	3	-13	0	-0.8	-4	-5	1	i
30	COc1cccc(/C=C/C(=O)OCC(=O)NCc2ccc3c(c2)OCO3)c1	1	2	-3	-3	-0.3	-3	2	10	i
31	CC(C)NC(=O)CSc1nnc(-c2ccncc2)n1-c1ccccc1	2	2	-11	-3	-1.5	-3	-14	-10	i
32	CC1(C2CC2)NC(=O)N(CC(=O)Nc2ccccc2F)C1=O (configuration not stated)	3	-1	-4	1	-0.2	2	-4	-1	i
33	O=C(N/N=C/c1ccccc1C(=O)O)c1ccc(COc2cccc3cccnc23)cc1	2	-2	-4	-7	0.7	-8	-4	5	i
34	COc1ccc(NC(=O)c2ccc(COc3ccccc3Br)o2)cc1OC	-4	-1	-6	4	0.0	-2	-3	-2	i
35	CC(C)(C)C(=O)N1CCN(c2ccc(Cl)cc2[N+](=O)[O-])CC1	2	-1	-10	3	0.8	4	-6	-11	i
36	Nc1cc(S(=O)(=O)N2CCCCC2)ccc1Oc1ccc(Cl)cc1	-2	-1	-2	3	0.3	-9	24	-6	i
37	Cc1nc2cc(NCc3nc4ccccc4n3Cc3ccccc3)ccc2n1C	3	-2	0	27	-0.8	7	-2	-5	i
38	COC(=O)c1cscc1NC(C)=O	2	-2	-6	1	-0.3	-3	-6	11	i
39	CC[C@@]1(c2ccccc2OC)ON(c2ccccc2C(F)(F)F)C1=O	1	2	0	1	0.2	4	26	7	i
40	O=C(Nc1ccc2cn[nH]c2c1)c1ccc(Cl)c(S(=O)(=O)N2CCOCC2)c1	-2	1	-1	2	-0.1	-12	-5	-2	i
41	O=C(NCc1ccccc1)C1CCN(S(=O)(=O)c2ccc(N3CCCC3=O)cc2)CC1	2	1	-6	0	0.3	3	-1	10	i
42	C[C@H](N)c1nnc(SCC(=O)N(C)C)o1	-2	0	-2	-1	-0.8	4	-5	25	i
43	Cc1ccc(S(=O)(=O)N2CC=C(C(=O)NCc3ccccc3)CC2)cc1	0	-2	-2	-4	-0.5	3	2	2	i
44	O=C(O)c1ccc(S(=O)(=O)c2ccc3c(c2)C(=O)N(Cc2ccco2)C3=O)cc1	-2	0	-3	-1	-0.5	1	-3	8	i
45	CCN1CN(Cc2ccco2)CNC1=S	21	1	-13	0	-0.8	17	-12	-17	i
46	Cc1cccc(Oc2ccccc2NC(=O)c2cnccn2)c1	-2	-1	-6	2	1.4	-4	6	-8	i
47	CNc1cncc(-c2ccc(C)cc2)n1	-4	1	1	-1	1.1	-1	-2	7	i
48	CCOC(=O)N1CCC(NC(=O)c2cc(S(=O)(=O)N3CCC4(CC3)OCCO4)ccc2F)CC1	-6	-3	-5	-2	0.1	-5	-4	4	i
49	Cc1ccc(NC(=O)c2cc(C)nn2-c2ccccc2)cc1	-2	-1	-8	1	0.2	-3	0	-6	i
50	COc1ccccc1NC(=O)/C(C#N)=C/c1ccncc1	-2	1	-3	2	0.2	-17	-3	12	i

4 entries picked at random from those above:
No.	smiles	MT1-MMP act inh	Rin1 Abl inh	MsrA act	CSN inh	MsrA inhibitor	E coli Lon inh	FAS-TE inh	PABP1 MLLE inh	Rpn11 inh
7	CCn1cc(C(=O)NCC(=O)NC(C)(C)CO)c(=O)c2cc3c(cc21)OCO3	3	-2	-3	-5	2.0	-2	-4	7	i
11	O=C(Cc1cc(=O)[nH]c(=O)[nH]1)NCc1ccc(Cl)cc1	0	-1	3	9	-1.6	-8	-6	7	i
30	COc1cccc(/C=C/C(=O)OCC(=O)NCc2ccc3c(c2)OCO3)c1	1	2	-3	-3	-0.3	-3	2	10	i
40	O=C(Nc1ccc2cn[nH]c2c1)c1ccc(Cl)c(S(=O)(=O)N2CCOCC2)c1	-2	1	-1	2	-0.1	-12	-5	-2	i

Following part.
No.	smiles	MT1-MMP act inh	Rin1 Abl inh	MsrA act	CSN inh	MsrA inhibitor	E coli Lon inh	FAS-TE inh	PABP1 MLLE inh	Rpn11 inh
51	Cc1ccc(C)c(OCC(=O)NNC(=O)c2ccc(NC(=O)C3CC3)cc2)c1	-1	-1	-3	3	0.7	-6	0	5	i
52	C/C(CC(=O)Nc1ccc(Cl)cc1C(F)(F)F)=N\NC(=O)c1cccs1	-6	1	-4	2	0.4	-4	-3	11	i
53	O=C1CN(c2ccccc2)C(=S)N1C(=O)c1ccc(Br)cc1	-1	-1	-3	4	0.0	-6	8	19	i
54	Cc1oc(-c2cc(F)cc(F)c2)nc1CN1CCSCC1	2	-5	-1	4	-1.6	-8	1	7	i
55	C[n+]1cccc(/C=N/NC(=O)CC23CC4CC(CC(C4)C2)C3)c1	-1	0	-11	8	-0.5	14	-4	-106	i
56	Cc1ccc(C2CC(=O)C(C=NCCN3CCN(C(=S)Nc4ccc(F)cc4)CC3)=C(O)C2)cc1 (configuration not stated)	-4	1	-5	-18	3.0	7	9	-102	i
57	O=C(CSC1CCCCC1)Nc1ccccc1Br	-2	2	-6	-6	0.1	-15	3	7	i
58	COc1cc(C(=O)N(C)C2CCCCC2)ccc1OC1CCN(C(C)=O)CC1	1	-2	-4	2	-0.1	-2	-4	-5	i
59	O=C(CCc1ccccc1)Nc1ccc(N2CCOCC2)c(Cl)c1	5	3	2	7	-0.3	-2	6	-1	i
60	Cc1ccccc1NC(=O)C1=CC=CN2CCS(=O)(=O)N=C12	9	0	-8	-2	1.9	11	-1	11	i
61	Cn1ccnc1SCC(=O)Nc1ccc([N+](=O)[O-])cn1	-2	7	-2	2	0.7	9	0	12	i
62	COc1ccccc1NS(=O)(=O)c1ccc(C)c(C(=O)NC2=NCCS2)c1	7	2	-4	-4	-0.4	11	-6	-3	i
63	NS(=O)(=O)c1ccc(N2N=C(c3ccccc3)CC2c2ccccc2)cc1 (configuration not stated)	-3	2	-6	-14	2.5	11	19	-6	i
64	CC(CCc1ccccc1)NC(=O)COC(=O)c1ccc(F)cc1 (configuration not stated)	-3	-1	0	4	-0.9	-6	4	-9	i
65	Cc1ccc(S(=O)(=O)N(C)c2ccc(C(=O)NCC(c3ccccc3)N3CCCC3)cc2)cc1 (configuration not stated)	7	5	0	0	0.0	-8	4	0	i
66	Cc1ccc(NC(=O)c2oc(=O)c3ccccc3c2-c2ccccc2)c(C)c1	5	3	-2	0	-0.7	-16	22	-5	i
67	CCCN(CCC)C(=O)Cn1c(=O)c2ccccc2n2c(=S)sc(-c3ccccc3C)c12	-28	2	-4	5	-0.4	-5	22	9	i
68	Cc1nnc(NC(=O)c2ccc(S(=O)(=O)N3CCCCC3)cc2)s1	3	0	-3	4	1.1	-10	-8	5	i
69	Cc1cc(CCN2CCC(=O)NC2=O)ccc1OC(C)C	-3	1	0	2	0.2	1	-6	6	i
70	COc1ccc(/C=C/C(=O)NCCc2ccc(S(N)(=O)=O)cc2)cc1	0	-1	13*	-4	0.1	-4	-6	9	i
71	Cc1coc2cc3oc(=O)c(CCC(=O)NCc4ccccn4)c(C)c3cc12	0	0	-4	-1	1.3	6	0	5	i
72	CN(Cc1cccc(F)c1)C(=O)CN1C(=O)NC2(CCc3ccccc32)C1=O (configuration not stated)	1	-1	-1	-2	-0.4	-5	-6	-4	i
73	CCCc1ncc(C(O)c2ccccc2OC)n1C (configuration not stated)	0	1	-4	-4	-0.7	-3	-3	-7	i
74	CCC(=O)N1CCc2cc(Br)cc(S(=O)(=O)N3CCC(C(=O)NC(C)C)CC3)c21	0	2	-4	0	-0.6	-10	-3	-1	i
75	O=S(=O)(c1ccc2ccccc2c1)N1CCOCC1	-2	1	-1	-4	-1.2	-2	0	4	i
